Bioassay records: PubChem BioAssay, National Center for Advancing Translational Sciences (NCATS)
mIDH1 inhibitor – inhibitors of human mutant IDH1 R132H | IDH1-R132H enzyme, NADPH consumption, diaphorase/resazurin fluorescence | Potency, µM (titrated, usually from 76.6 µM), without a hit: at the highest dose activity change, negative = inhibition, hits mostly inhibitors | actives 0.093% (n = 390,000); note: potency is the fitted concentration of half-maximal effect; % is set by controls: 0 for no effect and ±100 for the full control effect; nearly all actives have a fitted effect of over 65% in size
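IDH1-R132H (0.5 ug/mL) preincubated 30 min with compound, then NADPH (0.016 mM) and alpha-KG (2 mM) added; 80 min at RT, pH 7.5. Remaining NADPH coupled via diaphorase/resazurin to fluorescence (540/590 nm); concentration-response curves normalized to no-enzyme control.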
D2 ag – D2 dopamine receptor (human) agonism. P14416. HEK293 T-REx D2 cells, calcium flux agonist mode. activation, % at 2 µM. actives 0.53% (n = 340,000);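 active = activation over 3 SD above normal in the single-dose calcium agonist read, cut at about 30% in these data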; note: 0% is about no effect
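Agonism scored from kinetic calcium signal (1 read/sec, 180 s) following compound pin transfer, after a 10 s baseline. Cells: HEK293 Trex line expressing inducible D2 receptor coupled to calcium, dye-loaded after overnight culture at 30 C.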
D2 antag – D2 dopamine receptor (human) antagonism; inhibition, % at 10 µM; AID 485344; actives 2% (n = 340,000); HEK293 TREx D2 cells, calcium flux, dopamine EC80; in the data active = inhibition above about 30%; note: 0% is about no effect
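Calcium mobilization kinetics were recorded at 1 s intervals in tetracycline-induced HEK293 T-REx D2 cells, first for 180 s after compound addition and then 180 s after EC80 dopamine.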
TRHR enhancer – TRH receptor (human) allosteric enhancement. enhancement, % at 2 µM. P34981. TRHR cells, fluo-8 calcium fluorescence, EC20 TRH enhancement. actives 0.66% (n = 360,000). AID 493056; in the data active = enhancement above about 30%; note: 0% is about no effect
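Enhancer read-out: after compound pinning and an initial kinetic agonist-mode read, an EC20 of TRH (10 nM final) was injected and fluo-8 calcium signal (Ex 480/Em 530) followed at 1 s/cycle for 100 cycles in TRHR-expressing cells.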
TrxR1 inh – inhibitors of rat thioredoxin reductase 1; O89049; recombinant rTrxR1, NADPH fluorescence consumption, selenite substrate; Potency, µM (top dose mostly 114 µM), without a hit: top-dose activity change, negative = inhibition, most hits filed as inhibitors; actives 1% (n = 390,000); AID 588453; note: potency is the fitted concentration of half-maximal effect; % is set by controls: 0 for no effect and ±100 for the full control effect; nearly all actives have a fitted effect of over 65% in size
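Rat TrxR1 (90 nM in the dispensed reagent) was pre-reduced with 400 uM NADPH for 5 min at room temperature, then incubated with compound for 15 min. After 400 uM selenite was added, NADPH fluorescence (Ex 340/Em 450 nm) was followed for 8 min.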
TRHR agonist – agonists of human TRH receptor. P34981. TRHR cells, calcium flux fluo-8, FDSS agonist mode. activation, % at 2 µM. actives 0.18% (n = 360,000). AID 493084; in the data active = activation above about 30%; note: 0% is about no effect
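Agonist-mode FDSS calcium read (Ex 480/Em 530, 1 s cycles) in 1536-well TRHR cells with fluo-8 dye, after 10-cycle baseline and 23 nL compound addition; TRH at EC20 (10 nM final) added afterwards for the enhancer phase.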
TrxR1 substrate – rat thioredoxin reductase 1 substrate activity. AID 588456. purified TrxR1 substrate turnover, NADPH consumption readout. Potency, µM (top dose mostly 114 µM), for inactives: at the highest dose activity change, negative = substrate turnover. O89049. actives 0.01% (n = 390,000); note: potency is the fitted concentration of half-maximal effect; % is set by controls: 0 for no effect and ±100 for the full control effect; nearly all actives have a fitted effect of over 50% in size
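Rat TrxR1, dispensed at 90 nM, was prereduced with 400 uM NADPH (final) for 5 min at ~22 deg C, then incubated with compound 15 min before 400 uM selenite. A first-read NADPH fluorescence drop versus no-compound background flagged substrates.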
Pin1 inh – inhibitors of human Pin1; Q13526; Pin1 FP peptide displacement, HiFluor488, 10 min; Potency, µM (titrated, usually from 115 µM), for the others: top-dose activity, negative = inhibition, most hits filed as inhibitors; actives 0.009% (n = 390,000); AID 504891; active = well fitted inhibition curve with a large enough effect in the polarisation, with a control signal flat, not every such curve was filed as active; inconclusive = small, poorly fitted or top-dose-only effect, or effect the other way, or a change in a side signal; inactive = no such curve, though single readings can be large or run the other way; the % refers to the polarisation; note: potency is the fitted concentration of half-maximal effect; % is set by controls: 0 for no effect and ±100 for the full control effect
Target sequence (Q13526 whole entry, looked up): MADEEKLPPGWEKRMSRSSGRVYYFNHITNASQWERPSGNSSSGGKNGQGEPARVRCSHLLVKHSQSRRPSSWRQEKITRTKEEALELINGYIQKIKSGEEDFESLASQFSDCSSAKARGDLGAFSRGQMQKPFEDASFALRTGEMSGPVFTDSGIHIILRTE
USP1 inh – blocks the human USP1/UAF1 deubiquitinase complex | recombinant USP1/UAF1, Ub-Rhodamine cleavage fluorescence | Potency, µM (highest dose often 57.1 µM), without a hit: at the highest dose activity change, negative = inhibition, usual class: inhibitors | actives 0.23% (n = 390,000); note: potency is the fitted concentration of half-maximal effect; % is set by controls: 0 for no effect and ±100 for the full control effect; nearly all actives have a fitted effect of over 60% in size; inactives centre near -12
Target sequence (O94782 whole entry, looked up): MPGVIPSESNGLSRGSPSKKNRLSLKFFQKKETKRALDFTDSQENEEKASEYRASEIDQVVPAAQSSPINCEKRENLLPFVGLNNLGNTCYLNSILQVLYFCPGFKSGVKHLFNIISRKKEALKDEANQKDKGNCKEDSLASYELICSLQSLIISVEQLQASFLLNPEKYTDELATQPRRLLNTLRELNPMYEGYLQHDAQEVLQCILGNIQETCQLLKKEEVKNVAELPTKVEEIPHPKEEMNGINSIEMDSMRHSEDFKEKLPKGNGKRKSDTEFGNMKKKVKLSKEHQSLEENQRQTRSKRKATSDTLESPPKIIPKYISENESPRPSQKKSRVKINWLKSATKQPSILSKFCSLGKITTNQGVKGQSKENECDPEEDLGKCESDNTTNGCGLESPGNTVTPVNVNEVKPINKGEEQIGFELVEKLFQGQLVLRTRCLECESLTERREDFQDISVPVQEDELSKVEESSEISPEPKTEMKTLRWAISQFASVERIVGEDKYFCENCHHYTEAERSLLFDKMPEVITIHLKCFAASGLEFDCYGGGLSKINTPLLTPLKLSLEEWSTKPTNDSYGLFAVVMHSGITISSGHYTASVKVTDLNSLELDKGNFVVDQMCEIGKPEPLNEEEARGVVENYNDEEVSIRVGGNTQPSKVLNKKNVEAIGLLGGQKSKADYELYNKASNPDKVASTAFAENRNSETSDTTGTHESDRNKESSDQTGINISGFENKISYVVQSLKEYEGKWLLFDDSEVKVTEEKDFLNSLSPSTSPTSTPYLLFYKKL
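USP1/UAF1 complex at 1 nM was preincubated with compound for 15 min at room temperature, then Ub-Rho substrate (150nM final) was added. Fluorescence (480/540 nm) was read kinetically, 6 reads every 60 seconds.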
* hit, by the source's call; [ ] = remark or other dose. Unless noted, calls come from the whole dose curve; as a rule, active = well fitted inhibition curve with a large enough effect; inconclusive = small, poorly fitted or top-dose-only effect; inactive = no such curve, though single readings can be large or run the other way. The list is partial. The share of hits here may be higher or lower than overall.

For Cc1nc(N2CCN(Cc3ccccc3)CC2)nc2c1C(=O)CC(c1ccco1)C2 (configuration not stated) the results were mIDH1 inhibitor 0.6%, D2 ag 0.4, D2 antag -2.7, TRHR enhancer 3.7, TrxR1 inh -8.2%[57.1 µM], TRHR agonist -0.1, TrxR1 substrate 1.4%[57.1 µM], Pin1 inh 15.8% and USP1 inh -18.0%.
Screening COc1ccc(C(=O)NCCn2cc(SCC(N)=O)c3ccccc32)cc1 returned mIDH1 inhibitor 0.9%, D2 ag -0.7, D2 antag 11.5, TRHR enhancer 0.4, TrxR1 inh 24.7%, TRHR agonist 0.2, TrxR1 substrate 0.1%, Pin1 inh -3.1% and USP1 inh -21.0%.
`Cc1ccc(S(=O)(=O)N2CCc3ccccc3C2)cc1C` gave mIDH1 inhibitor 2.8%, D2 ag -1.1, D2 antag 1.6, TRHR enhancer -4.6, TrxR1 inh 21.3%, TRHR agonist 0.3, TrxR1 substrate -3.1%, Pin1 inh 1.1% and USP1 inh -18.1%.
Screening O=C(Nc1ccc(Cl)cc1)Nc1cc([N+](=O)[O-])ccc1F returned mIDH1 inhibitor 6.2%, D2 ag 1.1, D2 antag 1.5, TRHR enhancer -8.7, TrxR1 inh 11.0%, TRHR agonist 1.8, TrxR1 substrate 5.7%, Pin1 inh -0.3% and USP1 inh -13.9%.
`Cc1ccc(C)n1-c1nccc(-c2ccco2)n1` gave mIDH1 inhibitor 13.8%, D2 ag -0.2, D2 antag 4.3, TRHR enhancer -2.9, TrxR1 inh -25.3%, TRHR agonist -1.1, TrxR1 substrate 81.3%[activator], Pin1 inh 4.7% and USP1 inh -26.7%.
For Cc1ccccc1C(=O)NC1(C(F)(F)F)C(=O)Nc2c1c(=O)[nH]c(=O)n2-c1ccc(F)cc1 (configuration not stated) the results were mIDH1 inhibitor 13.7%, D2 ag -0.5, TRHR enhancer 1.3, TrxR1 inh -14.5%, TRHR agonist 0.6, TrxR1 substrate -9.8%, Pin1 inh -4.4% and USP1 inh -16.5%.
COC/C=C/C1=CC2=CC(=O)C(C)(OC(=O)C3CCCC3)C(=O)C2=CO1 (configuration not stated) was read as mIDH1 inhibitor -2.7%, D2 ag 0.1, D2 antag 4.7, TRHR enhancer 0.9, TrxR1 inh 12.6µM*, TRHR agonist 0.4, TrxR1 substrate 10.0%[57.1 µM], Pin1 inh inconclusive and USP1 inh inconclusive.
Screening O=C(CCCc1ccccc1)NCc1cccnc1 returned mIDH1 inhibitor 0.4%, D2 ag -0.5, D2 antag -2.8, TRHR enhancer -3.1, TrxR1 inh -8.2%, TRHR agonist 0.1, TrxR1 substrate -2.6%, Pin1 inh 3.5% and USP1 inh -1.6%.
`COc1ccc(C(CC(=O)O)NC(=O)c2cc3cc(Br)ccc3oc2=O)cc1OC` (configuration not stated) gave mIDH1 inhibitor 1.9%, D2 ag 0.7, D2 antag 2.0, TRHR enhancer -2.2, TrxR1 inh 10.4%[57.1 µM], TRHR agonist 0.2, TrxR1 substrate 5.3%[57.1 µM], Pin1 inh -4.8% and USP1 inh inconclusive.
For CCc1ccc(-c2csc3nc[nH]c(=O)c23)cc1 the results were mIDH1 inhibitor 3.4%, D2 ag 1.9, D2 antag -15.2, TRHR enhancer 12.7, TrxR1 inh 0.0%[57.1 µM], TRHR agonist -0.2, TrxR1 substrate -4.7%[57.1 µM], Pin1 inh 10.1% and USP1 inh -5.0%.
Cc1ccc(C(=O)C(OC(=O)CN2C(=O)c3ccccc3C2=O)c2ccccc2)cc1 (configuration not stated) was read as mIDH1 inhibitor 15.8%, D2 ag 0.8, D2 antag 5.5, TRHR enhancer 2.7, TrxR1 inh -12.7%, TRHR agonist 1.2, TrxR1 substrate -10.1%, Pin1 inh 0.5% and USP1 inh -9.3%.
Screening COc1ccc(NC(=O)CN2C(=O)CSC2=O)cc1 returned mIDH1 inhibitor 4.0%, D2 ag -0.1, D2 antag -10.3, TRHR enhancer -5.5, TrxR1 inh 0.5%[57.1 µM], TRHR agonist 0.0, TrxR1 substrate 8.1%[57.1 µM], Pin1 inh 4.0% and USP1 inh -7.8%.
`COc1ccc(NC(=O)CCN2CCN(c3ccc(F)cc3)CC2)cc1` gave mIDH1 inhibitor -6.1%, D2 ag 64.7*, D2 antag 76.8*, TRHR enhancer -3.7, TrxR1 inh 22.8%, TRHR agonist -0.2, TrxR1 substrate 4.0%, Pin1 inh -2.2% and USP1 inh -7.6%.
For Cc1cccc(Oc2cc(NC(=O)Cn3cnc([N+](=O)[O-])n3)cc([N+](=O)[O-])c2)c1 the results were mIDH1 inhibitor -2.8%, D2 ag -0.9, D2 antag 2.1, TRHR enhancer -1.2, TrxR1 inh 11.3%[57.1 µM], TRHR agonist -0.2, TrxR1 substrate -8.7%[57.1 µM], Pin1 inh -1.4% and USP1 inh -29.2%.
O=S(=O)(NCCc1cn2ccccc2n1)c1cccs1 was read as mIDH1 inhibitor -1.3%, D2 ag 0.5, D2 antag -1.5, TRHR enhancer -0.7, TrxR1 inh 9.5%[57.1 µM], TRHR agonist 0.1, TrxR1 substrate 9.4%[57.1 µM], Pin1 inh 2.6% and USP1 inh -0.9%.
For CCC1CCCCN1C(=O)c1ccc(OC2CCN(Cc3ccccn3)CC2)cc1 (configuration not stated) the results were mIDH1 inhibitor 6.7%, D2 ag 0.5, D2 antag 1.3, TRHR enhancer -2.1, TrxR1 inh inconclusive, TRHR agonist 0.0, TrxR1 substrate -1.6%, Pin1 inh 4.0% and USP1 inh -25.4%.
Oc1ccccc1-c1nc2cnccn2c1Nc1ccc2c(c1)OCCO2 was read as mIDH1 inhibitor -0.4%, D2 ag -0.5, D2 antag -0.1, TRHR enhancer 18.3, TrxR1 inh -3.5%, TRHR agonist -0.2, TrxR1 substrate -10.5%, Pin1 inh -1.5% and USP1 inh -3.8%.
O=C(O)c1ccccc1C(=O)c1ccc2c(c1)N(Cc1cccc(F)c1)C(=O)CO2 was read as mIDH1 inhibitor 32.4%[activator], D2 ag -0.9, D2 antag 15.2, TRHR enhancer -10.4, TrxR1 inh 26.9%, TRHR agonist 0.2, TrxR1 substrate 1.4%, Pin1 inh -3.2% and USP1 inh -25.6%.
Screening COc1ccc(NC(=O)CC2C(=O)N(C)C(=S)N2Cc2ccc3c(c2)OCO3)cc1 (configuration not stated) returned mIDH1 inhibitor 5.5%, D2 ag 0.9, D2 antag -6.8, TRHR enhancer -2.2, TrxR1 inh -14.2%, TRHR agonist 1.0, TrxR1 substrate -12.4%, Pin1 inh 0.1% and USP1 inh 3.7%.
Screening COc1ccc(C(O)P(=O)(OC(C)C)OC(C)C)c(OC)c1 (configuration not stated) returned mIDH1 inhibitor -3.4%, D2 ag 0.4, D2 antag -15.0, TRHR enhancer 11.2, TrxR1 inh 19.3%[57.1 µM], TRHR agonist 0.4, TrxR1 substrate 16.3%[57.1 µM], Pin1 inh 4.9% and USP1 inh -16.9%.
Cc1cccc(-c2nnc(SCC(=O)N3CCOCC3)o2)c1 was read as mIDH1 inhibitor 11.0%, D2 ag 0.2, D2 antag 12.6, TRHR enhancer 0.4, TrxR1 inh 16.6%, TRHR agonist 0.2, TrxR1 substrate 1.9%, Pin1 inh -5.8% and USP1 inh -18.7%.
`CC(C)COc1ccc(C(=O)N2CCN(CCc3ccccn3)CC2)cc1` gave mIDH1 inhibitor 14.7%, TRHR enhancer 0.1, TrxR1 inh 18.8%, TRHR agonist -0.6, TrxR1 substrate 5.3%, Pin1 inh -4.8% and USP1 inh -25.0%.
CCCc1cc2c(c(NC(C)=O)n1)c(=O)oc1ccccc12 was read as mIDH1 inhibitor -5.6%, TRHR enhancer 3.5, TrxR1 inh 12.4%, TRHR agonist 0.1, TrxR1 substrate 16.0%, Pin1 inh -3.0% and USP1 inh -1.8%.
Screening CN(C)CCCNC(=O)C(=O)NCC1OCCN1S(=O)(=O)c1cccs1 (configuration not stated) returned mIDH1 inhibitor -0.9%, D2 ag -0.2, D2 antag 14.9, TRHR enhancer -11.6, TrxR1 inh -4.1%, TRHR agonist 2.2, TrxR1 substrate 0.8%, Pin1 inh -3.0% and USP1 inh -11.9%.
Cc1ccc2c(c1)Oc1ccc(NC(=O)CCCl)cc1C(=O)N2 was read as mIDH1 inhibitor 3.7%, D2 ag 0.2, D2 antag 13.7, TRHR enhancer -4.6, TrxR1 inh 4.1%, TRHR agonist 0.0, TrxR1 substrate -3.9%, Pin1 inh -2.1% and USP1 inh -7.5%.
Screening Cc1cc2ccccn2c1C(=O)c1cccc(F)c1 returned mIDH1 inhibitor 16.3%, D2 ag 0.4, D2 antag -4.5, TRHR enhancer 2.3, TrxR1 inh 3.3%, TRHR agonist -1.0, TrxR1 substrate -0.8%, Pin1 inh -0.9% and USP1 inh -9.4%.
Cc1ccc(NS(=O)(=O)N(C)C)cc1 was read as mIDH1 inhibitor 3.8%, TRHR enhancer 0.5, TrxR1 inh -0.2%, TRHR agonist -0.4, TrxR1 substrate -6.8%, Pin1 inh -1.4% and USP1 inh 2.1%.
`COC(=O)Cn1c(CN2CCOCC2)nc2c1c(=O)n(C)c(=O)n2C` gave mIDH1 inhibitor -2.4%, TRHR enhancer 10.3, TrxR1 inh 15.2%[57.1 µM], TRHR agonist 1.1, TrxR1 substrate 3.6%[57.1 µM], Pin1 inh 2.0% and USP1 inh -23.8%.
`CCOC(=O)c1ccc(S(=O)(=O)Nc2ccc(N3CCOCC3)cc2)cc1` gave mIDH1 inhibitor 5.3%, D2 ag -0.3, D2 antag 11.9, TRHR enhancer 8.5, TrxR1 inh 23.9%, TRHR agonist -0.1, TrxR1 substrate 0.1%, Pin1 inh 3.8% and USP1 inh -8.4%.
For Cc1cccc(-c2nc3ccccc3c(=O)n2NC(=O)c2cccs2)c1 the results were mIDH1 inhibitor -2.1%, D2 ag 1.6, D2 antag 0.8, TRHR enhancer -0.3, TrxR1 inh 8.9%, TRHR agonist 0.2, TrxR1 substrate -1.9%, Pin1 inh 6.2% and USP1 inh -3.5%.
